Bioassay records as filed in PubChem.
VCAM1 TNFa inh = reduces TNF alpha induced VCAM1 expression in HUVEC. HUVEC TNFa-induced VCAM-1 immunofluorescence, high-content imaging. inhibition, % at 2 µM. hit rate 0.48% among 95,000;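 active = inhibition above the batch mean plus 3 SD, with images confirmed as a hit by eye, cut at about 37% in these data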;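 note: 0% = TNF-stimulated DMSO wells and 100% = unstimulated control wells; not every result past the cut was called active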
HUVEC tox IL1B = HUVEC cytotoxicity counter-screen, IL-1B stimulated; hit rate 0.41% among 94,000; HUVEC cell count loss, Hoechst imaging; AID 845; cell count reduction, % at 2 µM;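 active = cell count reduction more than 3 SD above the screen-wide mean, cut at about 70% in these data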;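 note: normalized per plate to untreated control cells as the no-loss baseline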
Smad3 inh = blocks human Smad3 binding to FoxH1 peptide. hit rate 0.29% among 88,000. AID 630. inhibition, % at 25 µM. TR-FRET Smad3/Dy647-FoxH1 peptide binding, europium anti-His. P84022;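 active = compounds that reduce the energy-transfer binding signal between the protein and its labelled peptide by more than half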;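 note: 0% = Smad3 plus labelled peptide maximal FRET and 100% = peptide-only background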
Target sequence (P84022 whole entry, looked up): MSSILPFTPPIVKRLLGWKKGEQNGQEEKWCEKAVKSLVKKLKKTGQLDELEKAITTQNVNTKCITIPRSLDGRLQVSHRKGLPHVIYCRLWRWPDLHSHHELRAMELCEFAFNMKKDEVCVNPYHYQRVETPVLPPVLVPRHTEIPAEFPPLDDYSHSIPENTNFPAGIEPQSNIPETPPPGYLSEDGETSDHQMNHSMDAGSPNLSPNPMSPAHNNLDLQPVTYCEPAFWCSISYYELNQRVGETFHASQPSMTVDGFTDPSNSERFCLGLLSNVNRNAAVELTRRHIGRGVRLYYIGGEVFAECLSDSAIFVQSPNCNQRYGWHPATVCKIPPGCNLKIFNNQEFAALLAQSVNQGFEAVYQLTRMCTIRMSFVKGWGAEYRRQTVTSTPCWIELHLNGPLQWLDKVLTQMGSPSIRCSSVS
sEH inhibitor = inhibitors of human soluble epoxide hydrolase | P34913 | recombinant human sEH enzymatic activity assay | inhibition, % at 2 µM | hit rate 0.34% among 91,000 | AID 707; in the data active = inhibition above about 80%; note: values of inactives mirror those of a sister screen read the other way; many of its hits are not listed in these tables
Candida biofilm = kills Candida albicans biofilms. hit rate 0.14% among 85,000. inhibition, % at 6 µM. C. albicans biofilm + clotrimazole, Alamar Blue;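 active = inhibition above 20%; inactive = inhibition below 20%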;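 note: preformed 24 hr biofilms exposed to compound for 48 hr; 0% = biofilm without compound and 100% = blank killed by clotrimazole plus chlorhexidine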
TNFa cytotox = toxic to HUVEC cells under TNF alpha stimulation; HUVEC TNFalpha-stimulated, Hoechst cell count, imaging; hit rate 0.17% among 93,000; AID 848; cell count reduction, % at 2 µM;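 active = cell count reduction exceeding the screen mean by over 5 SD, scaled to untreated wells per plate, cut at about 78% in these data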;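 note: cells counted after 24 h of TNF alpha exposure following the 1 h pretreatment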
cytoskel mod = modifiers of cytoskeleton assembly | HUVEC TNFa F-actin phalloidin imaging, high content | AID 836 | inhibition, % at 2 µM | hit rate 0.18% among 91,000;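 active = inhibition above the batch mean plus 3 SD and confirmed as a hit by visual image inspection, cut at about 30% in these data, passing the limit was not always enough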; note: strong numbers were not always called active
sEH act = increases human soluble epoxide hydrolase activity | P34913 | purified human sEH enzymatic activity, activator screen | activation, % at 2 µM | hit rate 0.04% among 91,000 | AID 717; in the data active = activation above about 37%; note: values of inactives mirror those of a sister screen read the other way
ERb SRC1 inh = blocks coactivator binding to human estrogen receptor beta; Q92731; TR-FRET ER-beta LBD / SRC1-Cy5 peptide binding; receptor agonist-loaded with 1 µM estradiol; inhibition, % at 25.6 µM; AID 633; hit rate 1.3% among 86,000;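 active = compounds whose percent inhibition of the receptor-coactivator binding signal exceeds about 50% in the single-dose screen, limit read from the data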;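 note: 0% = receptor plus peptide wells without compound and 100% = peptide-only wells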
Target sequence (Q92731 whole entry, looked up, the tested form may be a part): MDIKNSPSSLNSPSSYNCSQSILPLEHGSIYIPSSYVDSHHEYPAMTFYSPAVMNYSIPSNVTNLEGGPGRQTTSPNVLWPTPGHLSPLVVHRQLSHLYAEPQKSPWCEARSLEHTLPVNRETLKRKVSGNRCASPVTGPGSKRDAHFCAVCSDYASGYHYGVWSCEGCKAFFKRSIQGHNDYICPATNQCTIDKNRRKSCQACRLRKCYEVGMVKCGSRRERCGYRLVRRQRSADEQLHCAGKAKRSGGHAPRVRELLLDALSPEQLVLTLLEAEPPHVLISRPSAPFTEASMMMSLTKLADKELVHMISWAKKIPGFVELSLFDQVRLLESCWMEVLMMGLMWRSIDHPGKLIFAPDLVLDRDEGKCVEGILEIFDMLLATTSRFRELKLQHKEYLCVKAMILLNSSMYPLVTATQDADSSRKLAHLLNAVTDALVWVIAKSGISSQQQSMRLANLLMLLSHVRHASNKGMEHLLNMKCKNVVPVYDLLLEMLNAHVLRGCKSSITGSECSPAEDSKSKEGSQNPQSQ
Active calls of the source: *; x = no result given; [ ] = another dose, or the depositor's remark.

smiles	HUVEC tox IL1B	Smad3 inh	ERb SRC1 inh	Candida biofilm	VCAM1 TNFa inh	cytoskel mod	sEH act	sEH inhibitor	TNFa cytotox
CCCCCCN=CC1=C(O)C(C(=O)OC)C(C)(C)CC1=O (stereo unspecified)	9.5	9.1	60.2*	7.0	-2.1	8.6	-4.0	4.3	9.0
CCOC(=O)N1CCN(Cc2c(F)cccc2Cl)CC1	-68.6	3.7	-4.3	6.0	1.5	x	10.8	-9.7	-48.0
O=C(Nc1cc(C(F)(F)F)ccc1N1CCOCC1)c1ccc2ccccc2n1	16.5	-3.2	-10.6	6.6	-7.8	12.4	5.6	-7.7	26.4
CCOC(=O)c1nnn(-c2nonc2N)c1-c1ccccc1	1.1	3.5[fluorescence artefact?]	-18.0[fluorescence artefact?]	5.3	7.6	-12.1	7.0	-6.7	-25.6
O=C1C(N2CCOCC2)=C(n2nnc3ccccc32)C(=O)c2ccccc21	-0.9	52.3*	-13.6	4.3	-6.9	-13.5	4.3	-1.1	-18.6
Cc1cc(C)n(-c2ccc(C(=O)N3CCc4ccccc43)cc2)n1	-2.1	-2.2	30.2[fluorescence artefact?]	5.9	-7.8	13.2	5.3	-5.7	-9.7
CCC(=O)NCCc1nc2ccccc2n1Cc1ccc(C)cc1	1.2	2.1	-4.2	10.9	8.8	14.6	0.3	-1.9	-20.7
Cc1ccc(-c2nnc(-c3ccccc3S(=O)(=O)Cc3ccc(Cl)cc3)o2)cc1	8.2	x	x	x	4.6	1.7	0.3	-0.8	-1.1
C/C(=N\OC(=O)Nc1ccc(Cl)cc1)c1ncc(C(F)(F)F)cc1N1CCOCC1	-4.9	13.3	-2.3	-1.7	10.1	6.2	-12.4	12.4	-14.6
Clc1cccc(CSc2nnc(-c3c[nH]c4ccccc34)o2)c1	-45.9	x	x	x	1.6	-13.8	-15.9	16.6	-1.3
CCCN(CCC)CCCNC(=O)c1cc2cc3ccc(OC)cc3nc2o1	-9.5	-3.0	-12.0	4.2	0.9	12.2	1.7	-2.1	-21.3
CCOc1ccc(-n2c(SCc3nc(-c4cccs4)no3)nnc2-c2ccncc2)cc1	-10.2	0.3	-4.9[fluorescence artefact?]	6.1	-8.9	-9.5	1.5	2.7	-7.0
CCOc1cc(/C=C(/C#N)c2nc3ccccc3[nH]2)ccc1Oc1ccc([N+](=O)[O-])cn1	-13.4	x	x	x	12.7	-7.3	1.7	-3.7	0.4
COc1cccc(C2=NOC(C(=O)NCc3ccccn3)C2)c1 (stereo unspecified)	-10.4	21.4[fluorescence artefact?]	5.0	5.0	11.5	-20.7	3.8	-3.1	-20.7
CC(C)NC(=O)c1ccc(CS(=O)(=O)c2ccc(Br)cc2)o1	7.3	3.3	-4.7[fluorescence artefact?]	10.0	-5.7	15.6	1.8	-3.1	-33.0
Cc1ccc(S(=O)(=O)/N=C/c2ccco2)cc1	1.3	-1.8	35.6[fluorescence artefact?]	5.5	-0.9	-15.0	-16.6	17.6	-7.2
COc1ccc(C2=NOC(C(=O)NCCN3CCOCC3)C2)cc1 (stereo unspecified)	-12.7	4.9	3.6[fluorescence artefact?]	-1.0	6.4	-16.3	-3.4	2.6	-16.1
Nc1c(C(=O)Nc2nccs2)sc2nc(-c3cccs3)cc(C(F)(F)F)c12	-4.4	x	x	x	-26.4	10.9	-10.1	11.2	-27.2
Cc1ccccc1N/N=C/c1ccc(N2CCOCC2)cc1	9.5	x	x	x	10.8	9.1	12.7	-9.2	2.7
O=C(NC1(C(F)(F)F)NC(=O)N(c2ccc(F)c(Cl)c2)C1=O)c1ccncc1 (stereo unspecified)	87.8*	x	x	x	9.8	33.9	1.5	0.5	x
CCNC(=O)CSc1nnc(-c2ccccc2)n1-c1ccc(OCC)cc1	-11.6	x	x	x	3.0	-1.8	-3.9	2.0	-22.4
C=C(C)COc1ccc(-c2n[nH]c(C)c2-c2ccccc2OC)c(O)c1	-49.6	6.8	-12.7	3.9	10.0	-36.7	-3.7	6.8	-29.5
CC(C)NC(=O)CCCOc1ccc(Cl)cc1Cl	3.9	9.3	-0.7	-1.2	7.2	-8.0	-8.1	4.8	-11.1
Cc1cc2occ(CC(=O)Nc3nccs3)c2cc1C(C)C	11.8	x	x	x	21.5	-13.6	9.0	-9.3	-30.2
COc1ccc(C2c3c(-c4ccccc4O)n[nH]c3C(=O)N2CCc2ccc(OC)c(OC)c2)cc1 (stereo unspecified)	-1.9	5.8	8.5	8.3	-9.6	8.8	x	x	-5.7
O=C(NCC1(N2CCOCC2)CCCCC1)c1ccc(Cl)c(S(=O)(=O)NCc2ccco2)c1	-17.1	5.1	21.3[fluorescence artefact?]	3.1	14.4	-16.6	-5.7	3.8	-9.8
COCCCNC(=O)CN(c1cccc(Cl)c1C)S(C)(=O)=O	5.5	x	x	x	-19.4	22.2	0.5	-2.4	x
CN1CCCN(CC(O)COCc2cccs2)CC1 (stereo unspecified)	-17.7	3.6	-2.3	5.2	3.4	24.7	-6.0	5.3	-11.2
Cn1c(=O)c2c(nc(NCC3CCCO3)n2Cc2cccc(Br)c2)n(C)c1=O (stereo unspecified)	-12.5	1.1	-10.2	5.9	-1.1	-11.6	1.4	1.4	0.7
Cc1cccc(Nc2ncnc3nc[nH]c23)c1C	3.2	x	x	x	7.3	-5.4	-7.2	7.0	-26.8
COC(=O)CCS(=O)(=O)c1ccc(Cl)c(Cl)c1	94.8*	1.6	-2.5[fluorescence artefact?]	0.9	-3.5	8.4	-0.3	3.0	-4.2
CCOC(=O)c1cnc2sc3c(n2c1=O)CCCC3	0.5	3.4	10.1	2.2	17.3	-0.8	5.4	-1.3	-19.3
CSc1ccccc1NC(=O)CN(C1CCCCC1)S(C)(=O)=O	-199.1	-0.3	3.9	3.3	-11.1	8.0	-0.4	-0.6	-24.3
Cc1csc2ncc(C(=O)N(Cc3ccccc3)c3ccccn3)c(=O)n12	1.4	7.7	4.3	2.5	11.4	9.1	-15.6	13.3	-8.0
Cn1cccc1Cc1nnc(SCC(=O)NC2CCCC2)n1CCc1ccccc1	-27.6	-1.8	-2.2	4.4	14.7	0.7	-8.1	10.2	-12.0
CC(C)NC(=O)CSc1nc2ccccc2n1CC(=O)N1CCc2ccccc21	-78.5	-22.9	7.4[fluorescence artefact?]	-5.6	3.0	13.3	18.2	-16.4	-44.4
CCOC(=O)c1c(NC(=O)CSc2nnc(-c3ccncc3)n2Cc2ccco2)sc(C)c1C	7.4	7.8	11.1	1.2	7.3	-19.1	-9.4	9.7	-10.5
CN(CC(=O)Nc1cccc2c1CCCC2)S(=O)(=O)c1ccccc1	-15.0	x	x	x	14.1	22.2	0.5	3.5	-3.5
COC(=O)c1ccccc1NC(=O)CN1CCC(NC(=O)c2ccccc2C)CC1	-0.9	8.1[fluorescence artefact?]	-5.8[fluorescence artefact?]	6.7	9.0	31.3	-4.2	2.8	-7.8
CCCCNC(=O)c1cc2nc3c(c(C(F)(F)F)n2n1)CCc1ccccc1-3	-4.8	x	x	x	6.0	6.4	10.2	-7.2	-14.7
CC(=O)Nc1sc2c(c1C(c1ccc(F)cc1)N1CCOCC1)CCCC2 (stereo unspecified)	-5.1	x	x	x	-38.1	13.3	-10.8	11.9	-5.3
COc1ccc2nc(NC(=O)CCn3cccc3)sc2c1	-22.6	16.4	4.0[fluorescence artefact?]	4.6	18.0	37.6	9.4	-10.8	-4.7
CCOC(=O)CC(=O)c1cc(OC)c(OC)c(OC)c1	14.4	4.8	-12.2	5.3	24.4	-3.4	-3.1	5.8	12.0
CCCC1CC(CSC(=N)N)OC1=O (stereo unspecified)	-3.3	15.3[fluorescence artefact?]	-0.5	2.2	-3.3	2.8	-6.8	7.5	-12.2
CC(C)(C)c1cn(-c2ccc(Cl)cc2)c(=S)[nH]1	20.6	-3.2	-10.0	7.5	-2.3	17.5	-7.8	6.6	-26.6
Cc1ccoc1C(=O)Nc1cccc(Oc2ccccc2)c1	2.0	-9.2	-8.1	6.2	-7.5	-3.0	-7.1	7.6	-16.3
O=C(NCCc1ccccn1)c1ccc(S(=O)(=O)N2CCCCCC2)cc1	0.4	17.0	-4.6	5.5	-3.0	-9.1	-0.3	2.3	57.1
O=C(NC1(O)C(=O)c2ccccc2C1=O)c1ccccc1	-4.5	x	x	x	-12.8	-2.5	-8.2	11.2	-7.7
Cc1nc2scc(-c3ccccc3)c2c(=O)n1N	12.4	-2.0	-3.2	5.4	2.2	-19.7	x	x	-0.4
CCNC(=O)CC1C(=O)N(c2ccc(F)cc2)C(=O)N1Cc1ccccn1 (stereo unspecified)	-10.8	x	x	x	1.1	-12.5	9.7	-10.5	-21.4
Cc1ccc2occ(C(=O)c3ccco3)c(=O)c2c1	-62.8	16.2	3.9[fluorescence artefact?]	-2.3	1.3	x	-5.5	6.4	-25.3
c1ccc(Cn2nnnc2C(c2ccccn2)N2CCN(c3ccccc3)CC2)cc1 (stereo unspecified)	-17.8	-11.3	-7.5	8.5	-3.0	-11.5	-67.0	66.8	19.0
c1ccc2c(c1)[nH]c1c(NCC3CCCO3)ncnc12 (stereo unspecified)	-51.9	9.1	3.5[fluorescence artefact?]	-5.1	2.5	-63.0	-0.2	-0.8	-25.7
CC(C)(C)c1nc2ccccc2c(=O)n1N1C(=O)c2ccccc2C1=O	-11.3	-2.5	11.7	1.9	0.3	-4.2	11.3	-7.4	-4.9
CCN(CC(=O)N1CCCCCC1)S(=O)(=O)c1ccc(Cl)cc1	-10.5	9.7[fluorescence artefact?]	3.2	2.2	-19.1	-5.5	16.1	-19.1	-13.9
CCOC(=O)C(NCc1ccccn1)(NC(=O)c1cccnc1)C(F)(F)F (stereo unspecified)	-13.3	-18.2	-3.3	9.9	11.0	8.4	-3.6	6.5	-28.2
COc1cc(C(=S)N2CCCC2)cc(Cl)c1O	7.1	-2.0	-3.6	6.2	8.2	15.0	0.0	3.5	-9.3
c1ccc(-c2noc(CN3CCN(C(c4ccccc4)c4ccccc4)CC3)n2)cc1	-40.3	-1.4	-1.4	6.0	3.2	8.8	-7.3	8.4	-8.1
C=C(C)CSc1nnc([C@@H]2CCCN2C(=O)OC(C)(C)C)o1	1.1	5.8	-6.9	x	4.1	5.9	3.8	-3.6	7.0
Cc1cc(NC(=O)c2ccccc2Oc2ccccc2)no1	4.9	1.6	-7.2	-4.3	2.8	-10.3	-1.6	3.2	-3.3
Cc1ccc(C(C(=O)NCc2ccco2)N(C(=O)CNC(=O)c2cccs2)c2c(C)cc(C)cc2C)cc1 (stereo unspecified)	-26.0	x	x	x	8.5	7.9	-11.7	12.6	-14.3
O=C(Nc1ccc(S(=O)(=O)N2CCCC2)cc1)N1c2ccccc2Sc2ccccc21	-32.3	x	x	x	-6.3	-18.6	-31.4	33.0	9.0
Cc1ccc(-c2nn3c(C)nnc3c3ccccc23)cc1S(=O)(=O)NCc1ccccc1	-37.6	x	x	x	31.6	-4.2	1.3	1.6	-19.1

With a hit mark in ERb SRC1 inh, of those listed so far:
SMILES | Smad3 inh | ERb SRC1 inh | VCAM1 TNFa inh | cytoskel mod | sEH act | sEH inhibitor
CCCCCCN=CC1=C(O)C(C(=O)OC)C(C)(C)CC1=O (stereo unspecified) | 9.1 | 60.2* | -2.1 | 8.6 | -4.0 | 4.3

A portion of the library; the hit share may differ from the screen's.
